Screening data as filed in PubChem.
Mtb BioA inh: BioA (M. tuberculosis) enzyme inhibition | purified M. tuberculosis BioA enzyme, plate reader | inhibition, % at 9.99 µM | 0.096% of 360,000 active; in the data active = inhibition above about 40%
Active calls of the source: *.

SMILES	Mtb BioA inh
C[C@H]1CN([C@@H](C)CO)C(=O)c2cc(C3=CCCCC3)cnc2O[C@@H]1CN(C)Cc1ccccn1	-1.3
CNC[C@@H]1Oc2c(NC(=O)c3nc4ccccc4s3)cccc2C(=O)N([C@H](C)CO)C[C@H]1C	0.3
CC(=O)N1[C@H](CO)[C@H]2c3ccccc3N(C(=O)Nc3cc(F)ccc3F)C[C@H]21	-1.0
C[C@H](CO)N1C[C@H](C)[C@H](CN(C)C(=O)c2cccc(F)c2)Oc2ncc(-c3cncnc3)cc2C1=O	3.8
CO[C@H]1CN(C)C(=O)c2ccc(NS(C)(=O)=O)cc2OC[C@H](C)N(C(=O)c2ccc3c(c2)OCO3)C[C@H]1C	-2.4
CNC[C@H]1[C@@H](c2ccccc2)[C@@H](CO)N1C(=O)Nc1cccc(OC)c1	-0.8
COc1ccccc1-c1ccc2n(c1=O)C[C@H]1[C@H](CO)[C@@H](C(=O)NC3CCC3)N(C(=O)NC(C)C)[C@@H]21	0.1
O=C(C1CCOCC1)N1C[C@@H]2[C@H](c3ccccc31)[C@H](CO)N2C(=O)Cc1ccccn1	-3.0
COCCOC(=O)N1C(=O)[C@@]2(c3cc(C#CCC(C(=O)OC)C(=O)OC)ccc31)[C@H](C(=O)N1CCc3cc(OC)c(OC)cc3C1)[C@H]1C(=O)O[C@H](c3ccccc3)[C@H](c3ccccc3)N1[C@@H]2c1ccc(O)cc1	-3.7
C[C@@H]1CN([C@@H](C)CO)C(=O)c2cccc(N(C)C)c2O[C@H]1CN(C)S(=O)(=O)c1ccc(F)cc1	2.1
COc1ccc(NC(=O)Nc2ccc3c(c2)C(=O)N([C@H](C)CO)C[C@H](C)[C@@H](CN(C)C(=O)Nc2cccc4ccccc24)OCCCC[C@@H](C)O3)cc1	-0.9
COc1ccc(CN(C)C[C@H]2Oc3c(NS(=O)(=O)c4ccccc4)cccc3C(=O)N([C@@H](C)CO)C[C@@H]2C)cc1	-1.1
CCC(=O)N(C)C[C@@H]1Oc2cc(C#Cc3ccccc3)ccc2S(=O)(=O)N([C@H](C)CO)C[C@@H]1C	-4.6
C[C@@H]1CN([C@@H](C)CO)C(=O)c2cc(NC(=O)Nc3cccc4ccccc34)ccc2O[C@@H](C)CCCCO[C@H]1CN(C)C(=O)Nc1ccccc1	3.1
O=C(C[C@H]1CC[C@@H](NC(=O)c2ccccc2)[C@H](CO)O1)Nc1ccc(-c2ccccc2)cc1	-3.2
CO[C@H]1CN(C)C(=O)c2ccc(NS(C)(=O)=O)cc2OC[C@@H](C)N(Cc2ccccn2)C[C@H]1C	-0.8
O=C(CN1CCOCC1)NCC[C@@H]1CC[C@@H](NC(=O)Nc2ccc(F)cc2)[C@@H](CO)O1	-0.1
C[C@H](CO)N1C[C@H](C)[C@H](CN(C)S(=O)(=O)c2ccc(C#N)cc2)Oc2ncc(-c3cccc(C(F)(F)F)c3)cc2C1=O	-1.5
CCC(=O)N[C@@H]1C=C[C@H](CC(=O)OC)O[C@H]1CO	1.7
COc1ccccc1NC(=O)N[C@@H]1C=C[C@@H](CC(=O)N[C@H](C)c2ccccc2)O[C@@H]1CO	0.0
COCC#Cc1cnc2c(c1)C(=O)N([C@H](C)CO)C[C@@H](C)[C@@H](CN(C)S(C)(=O)=O)O2	-0.1
COc1ccc(-c2ccc3c(c2)O[C@H](CN(C)C(=O)c2ccccc2F)[C@H](C)CN([C@@H](C)CO)S3(=O)=O)cc1	1.0
COc1cccc(NC(=O)N(C)C[C@@H]2Oc3cc(C#Cc4ccncc4)ccc3S(=O)(=O)N([C@@H](C)CO)C[C@@H]2C)c1	-1.0
O=C(NCCCN1CCOCC1)[C@@H]1N[C@@H]2c3ccc(C4=CCCC4)c(=O)n3C[C@@H]2[C@H]1CO	-0.8
C[C@@H]1CN([C@@H](C)CO)C(=O)c2cc(NS(=O)(=O)c3ccc(F)cc3)ccc2O[C@@H](C)CCCCO[C@H]1CN(C)C(=O)Nc1cccc2ccccc12	-0.5
CCC(=O)N1C[C@H](O)COC[C@@H]2O[C@@H](CC(=O)NC)CC[C@H]21	-0.7
COc1ccc(S(=O)(=O)N(C)C[C@H]2OCCCC[C@@H](C)Oc3ccc(NS(=O)(=O)c4cn(C)cn4)cc3C(=O)N([C@H](C)CO)C[C@@H]2C)cc1	-1.2
O=C(NC1CCCCC1)N[C@H]1CC[C@@H](CCNS(=O)(=O)c2ccccc2)O[C@@H]1CO	0.4
CCCNC(=O)C[C@@H]1CC[C@@H]2[C@H](COC[C@H](O)CN2C(=O)c2cccnc2)O1	-0.4
CC(C)NC(=O)N(C)C[C@H]1Oc2ncc(C#Cc3ccccc3F)cc2C(=O)N([C@@H](C)CO)C[C@H]1C	-0.3

Looked up by structure from the entries so far:
SMILES	Mtb BioA inh
COCC#Cc1cnc2c(c1)C(=O)N([C@H](C)CO)C[C@@H](C)[C@@H](CN(C)S(C)(=O)=O)O2	-0.1
COc1ccccc1NC(=O)N[C@@H]1C=C[C@@H](CC(=O)N[C@H](C)c2ccccc2)O[C@@H]1CO	0.0
COc1ccc(S(=O)(=O)N(C)C[C@H]2OCCCC[C@@H](C)Oc3ccc(NS(=O)(=O)c4cn(C)cn4)cc3C(=O)N([C@H](C)CO)C[C@@H]2C)cc1	-1.2
C[C@@H]1CN([C@@H](C)CO)C(=O)c2cc(NS(=O)(=O)c3ccc(F)cc3)ccc2O[C@@H](C)CCCCO[C@H]1CN(C)C(=O)Nc1cccc2ccccc12	-0.5
O=C(NCCCN1CCOCC1)[C@@H]1N[C@@H]2c3ccc(C4=CCCC4)c(=O)n3C[C@@H]2[C@H]1CO	-0.8

Back to the main list; the 4 compounds before the break are reprinted first.
SMILES	Mtb BioA inh
COc1ccc(S(=O)(=O)N(C)C[C@H]2OCCCC[C@@H](C)Oc3ccc(NS(=O)(=O)c4cn(C)cn4)cc3C(=O)N([C@H](C)CO)C[C@@H]2C)cc1	-1.2
O=C(NC1CCCCC1)N[C@H]1CC[C@@H](CCNS(=O)(=O)c2ccccc2)O[C@@H]1CO	0.4
CCCNC(=O)C[C@@H]1CC[C@@H]2[C@H](COC[C@H](O)CN2C(=O)c2cccnc2)O1	-0.4
CC(C)NC(=O)N(C)C[C@H]1Oc2ncc(C#Cc3ccccc3F)cc2C(=O)N([C@@H](C)CO)C[C@H]1C	-0.3
COCC(=O)Nc1ccc2c(c1)C(=O)N(C)C[C@H](OC)[C@@H](C)CN(CC1CC1)[C@H](C)CO2	1.4
COc1ccccc1S(=O)(=O)N[C@@H]1CC[C@@H](CCNC(=O)C2CCOCC2)O[C@H]1CO	0.8
Cc1ccc(S(=O)(=O)Nc2ccc3c(c2)C(=O)N([C@@H](C)CO)C[C@@H](C)[C@@H](CN(C)C)OCCCC[C@@H](C)O3)cc1	-0.4
O=C(c1cccc(F)c1)N1C[C@@H]2[C@H](c3ccccc31)[C@@H](CO)N2C(=O)c1ccc(F)cc1	-4.2
CC(C)NC(=O)N(C)C[C@@H]1OCCCC[C@H](C)Oc2ccc(NC(=O)c3ccccc3)cc2C(=O)N([C@H](C)CO)C[C@H]1C	1.3
C[C@H]1CN([C@@H](C)CO)C(=O)CCCn2cc(nn2)CO[C@H]1CN(C)Cc1ccc(Cl)c(Cl)c1	0.4
COc1ccc(S(=O)(=O)N(C)C[C@H]2Oc3ccc(NC(=O)CCC(F)(F)F)cc3CC(=O)N([C@H](C)CO)C[C@@H]2C)cc1	-6.4
Cc1ccc(S(=O)(=O)NCC[C@@H]2CC[C@H](NC(=O)c3cccnc3)[C@H](CO)O2)cc1	-1.9
CO[C@H]1CN(C)C(=O)c2ccc(NS(C)(=O)=O)cc2OC[C@@H](C)N(Cc2nccs2)C[C@H]1C	0.2
O=S(=O)(N[C@H]1CC[C@@H](CCn2cc(-c3ccccn3)nn2)O[C@H]1CO)c1cccc(Cl)c1	20.3
Cc1noc(C)c1NC(=O)Nc1cccc2c1O[C@@H](CN(C)Cc1ccc(-c3ccccc3)cc1)[C@H](C)CN([C@@H](C)CO)C2=O	1.4
O=C1O[C@H](c2ccccc2)[C@H](c2ccccc2)N2[C@H]1[C@@H](C(=O)N1CCCCCCC1)[C@]1(C(=O)Nc3ccc(C#CC4=CCCCC4)cc31)[C@H]2c1ccccc1OCCO	-1.8
Cc1ccc(S(=O)(=O)N(C)C[C@@H]2Oc3c(NC(=O)Nc4ccc(C(F)(F)F)cc4)cccc3C(=O)N([C@H](C)CO)C[C@@H]2C)cc1	-3.0
O=C(c1cccnc1)N1C[C@@H]2[C@H](c3ccccc31)[C@@H](CO)N2Cc1ccc2c(c1)OCO2	1.5
COC(=O)C[C@@H]1CC[C@H]2[C@@H](COC[C@H](O)CN2C(=O)Nc2ccccc2OC)O1	-6.8
COc1ccc(NC(=O)Nc2ccc3c(c2)[C@@H]2C[C@H](CC(=O)NCC4CC4)O[C@@H](CO)[C@@H]2O3)cc1	-1.0
Cc1noc(C)c1NC(=O)Nc1ccc2c(c1)C(=O)N([C@@H](C)CO)C[C@@H](C)[C@H](CN(C)Cc1ccc(Oc3ccccc3)cc1)O2	1.4
COCC(=O)N1C[C@H](C)[C@H](OC)CN(C)C(=O)c2ccc(NS(C)(=O)=O)cc2OC[C@H]1C	-2.3
C[C@H]1CN([C@@H](C)CO)C(=O)Cc2cc(NS(C)(=O)=O)ccc2O[C@H]1CN(C)S(=O)(=O)c1ccccc1	-0.8
C[C@H]1CN([C@@H](C)CO)C(=O)c2cc(-c3cccnc3)cnc2O[C@@H]1CN(C)C(=O)c1ccccc1F	4.3
COc1ccc(S(=O)(=O)Nc2ccc3c(c2)C(=O)N([C@@H](C)CO)C[C@H](C)[C@H](CN(C)Cc2ccc(Cl)c(Cl)c2)O3)cc1	-0.5
COc1ccc(C#Cc2ccc([C@@H]3[C@H]4CN(C(=O)Cc5cccnc5)CCCCN4[C@H]3CO)cc2)cc1	-2.6
COc1ccccc1-c1cnc2c(c1)C(=O)N([C@@H](C)CO)C[C@H](C)[C@H](CN(C)CC1CCOCC1)O2	1.6
CCCNC(=O)[C@@H]1[C@@H](CO)[C@@H]2Cn3c(cccc3=O)[C@H]1N2Cc1cc(F)ccc1F	0.5
C[C@@H]1CN([C@H](C)CO)S(=O)(=O)c2ccc(C#Cc3ccncc3)cc2O[C@@H]1CN(C)CC1CC1	-2.0
COCC#Cc1cnc2c(c1)C(=O)N([C@@H](C)CO)C[C@@H](C)[C@H](CN(C)C(=O)C1CC1)O2	1.0
O=C(N[C@H]1CC[C@H](CCn2cc(-c3ccccn3)nn2)O[C@H]1CO)c1ccccc1	1.8
N#Cc1cccc(-c2ccc([C@@H]3[C@H]4CN(C(=O)Nc5cccc(F)c5)CCCCN4[C@H]3CO)cc2)c1	-0.8
CCNC(=O)C[C@H]1C=C[C@@H](NC(=O)C2CCC2)[C@@H](CO)O1	-8.4
COc1ccc(NC(=O)N(C)C[C@H]2OCc3ccccc3-c3ccccc3C(=O)N([C@H](C)CO)C[C@H]2C)cc1	0.9
CC(C)NC(=O)Nc1ccc2c(c1)CC(=O)N([C@H](C)CO)C[C@H](C)[C@@H](CN(C)S(=O)(=O)c1ccc(Cl)cc1)O2	4.5
C[C@@H]1CN([C@@H](C)CO)S(=O)(=O)c2ccc(-c3ccc(C#N)cc3)cc2O[C@@H]1CN(C)CC1CC1	-2.0
CCN1[C@H](C(=O)OC)[C@@H](CO)[C@@H]2Cn3c(ccc(C4=CCCCC4)c3=O)[C@@H]21	0.7
C[C@@H]1CN([C@H](C)CO)C(=O)c2cccc(NC(=O)Nc3ccccc3)c2O[C@@H]1CN(C)C(=O)NC1CCCCC1	-2.1
C[C@@H]1CN([C@H](C)CO)C(=O)c2cc(NC(=O)Nc3cccc4ccccc34)ccc2O[C@@H](C)CCCCO[C@H]1CN(C)C(=O)c1ccccc1	4.5
COc1ccccc1C#Cc1cnc2c(c1)C(=O)N([C@H](C)CO)C[C@@H](C)[C@H](CN(C)C(C)=O)O2	0.7
COCC#Cc1cnc2c(c1)C(=O)N([C@H](C)CO)C[C@H](C)[C@H](CN(C)C(=O)CN1CCOCC1)O2	-5.4
COc1ccc(S(=O)(=O)Nc2ccc3c(c2)CC(=O)N([C@@H](C)CO)C[C@@H](C)[C@H](CN(C)S(=O)(=O)c2ccc(F)cc2)O3)cc1	6.5
N#C[C@@H]1[C@@H](c2ccccc2)[C@H](CO)N1C(=O)C1CCCC1	-0.3
C[C@H]1CN([C@@H](C)CO)C(=O)c2cc(NC(=O)NC3CCCCC3)ccc2O[C@H]1CN(C)Cc1ccc(C(=O)O)cc1	2.2
C[C@@H]1CN([C@H](C)CO)C(=O)c2cc(-c3cccnc3)cnc2O[C@@H]1CN(C)C(=O)C1CCC1	-2.8
COc1cccc(C(=O)Nc2ccc3c(c2)C(=O)N(C)[C@@H]2CC[C@@H](CC(=O)N[C@H](C)c4ccccc4)O[C@@H]2CO3)c1	-0.9
CCC(=O)N[C@@H]1C=C[C@H](CC(=O)NCC2CCCCC2)O[C@H]1CO	-2.9
C[C@@H]1CN([C@H](C)CO)C(=O)CCCn2cc(nn2)CO[C@H]1CN(C)Cc1ccc(C(F)(F)F)cc1	-1.7
CN1C[C@H]2[C@@H](c3ccccc31)[C@@H](CO)N2Cc1ccccc1Cl	-3.2
COc1ccc(S(=O)(=O)N(C)C[C@@H]2OCCCC[C@@H](C)Oc3ccc(N(C)C)cc3C(=O)N([C@@H](C)CO)C[C@@H]2C)cc1	-1.2
CO[C@H]1CN(C)C(=O)c2ccc(NC(C)=O)cc2OC[C@H](C)N(C(=O)c2cccnc2)C[C@H]1C	-0.8
O=C(Cc1ccccn1)N1CCCCN2[C@@H](CO)[C@@H](c3ccc(C#Cc4ccccc4)cc3)[C@@H]2C1	-1.9
O=C(C[C@@H]1C=C[C@H](NC(=O)c2ccccc2)[C@H](CO)O1)Nc1ccc(-c2ccccc2)cc1	3.3
COc1ccc(CN(C)C[C@H]2Oc3ccc(NS(=O)(=O)c4cn(C)cn4)cc3C(=O)N([C@H](C)CO)C[C@@H]2C)cc1	-1.3
COCC(=O)N1C[C@H](C)[C@@H](OC)CN(C)C(=O)c2cc(NC(=O)c3ccc(OC)cc3)ccc2OC[C@@H]1C	-0.3
CCC(=O)Nc1ccc2c(c1)OC[C@H](C)N(C(=O)NC(C)C)C[C@H](C)[C@H](OC)CN(C)C2=O	-0.5

An excerpt, so the mix of outcomes need not match the whole.
